Spn DPM-DC inh = inhibitors of Streptococcus pneumoniae diphosphomevalonate decarboxylase | calls only at 10 µM | 0.49% of 65,000 active | purified DPM-DC, PK/LDH coupled NADH fluorescence;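 active = the 320 compounds with the highest percent inhibition in the single-dose primary screen, excluding strongly autofluorescent ones, cut at about 32% in these data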;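 also: kinetic rate of NADH fluorescence loss reporting ADP formed by the decarboxylase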
HT1080 cytotoxicity = HT1080 cell viability loss – fluorescence readout (AID 620) | HT1080 viability, fluorescence; higher % means a stronger effect | cytotoxicity, % at 10 µM, or EC50 in µM where a hit was titrated | 0.42% of 87,000 active;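 also: cells exposed to compound overnight then 4 h with Alamar Blue; 0% = vehicle DMSO and 100% = killing control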
Bfl-1 displacement = Bfl-1 inhibitors, primary screen, biochemical, fluorescence polarization, FITC-Bid, mouse (AID 432); 0.02% of 64,000 active; displacement, % at 20 µM; hits with a dose series show IC50 in µM; FITC-Bid BH3 peptide fluorescence polarization displacement; higher % means a stronger effect; in the data active = a potency from the dose series; inactive = the rest, 99 in 100 with displacement below about 15%; also: strong numbers were not always called active
LYP inhibition = LYP phosphatase inhibitors, primary screen, biochemical, DiFMUP fluorescence, recombinant catalytic domain, 10 µM (AID 606); recombinant LYP catalytic domain, DiFMUP fluorescence; higher % means a stronger effect; inhibition, % at 10 µM, or IC50 in µM where a hit was titrated; 52,000 tested, under 10 active;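 active = IC50 under 40 µM in the dose-response test; inactive = IC50 of 40 µM or more, or never dose-tested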
PMK inhibit = inhibitors of Streptococcus pneumoniae phosphomevalonate kinase; inhibition, % at 10 µM; 0.49% of 65,000 active; purified PMK, PK/LDH-coupled NADH absorbance 340 nm;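 active = top-ranked compounds by inhibition in the single 10 µM screen, taking a fixed number of the strongest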;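 also: 0% = full reaction with DMSO carrier and 100% = background rate without enzyme reaction; no value below 0 was filed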
HPDE-C7K KRASV12 = cytotoxicity in KRAS-transformed pancreatic duct cells, primary screen, cell-based, fluorescence, HTS (AID 431) | 1.7% of 63,000 active | one-dose cytotoxicity, % at 10 µM; EC50 in µM for titrated hits | HPDE-C7K KRASV12 cells, Alamar Blue viability, 48 h; higher % means a stronger effect;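 active = compounds whose percent cytotoxicity in the single-dose primary screen, scaled between solvent and toxic-drug controls, exceeds 50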;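 also: 0% = DMSO solvent wells and 100% = doxorubicin-treated wells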
TNAP inhibition = human TNAP enzyme inhibitors, biochemical, luminescent (AID 518); 0.09% of 64,000 active; purified TNAP enzyme, luminescent substrate readout; higher % means a stronger effect; inhibition, % at 20 µM, or IC50 in µM where a hit was titrated; in the data active = a potency from the dose series; inactive = the rest, 99 in 100 with inhibition below about 22%;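 also: plate controls were vehicle for no effect and reference inhibitor for full effect; many of its hits are not listed in these tables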
HPDE-C7 viability = cytotoxicity in HPDE-C7 cells, cell-based, fluorescence, HTS (AID 430); HPDE-C7 pancreatic duct cells viability, fluorescence; higher % means a stronger effect; one-dose cytotoxicity, % at 10 µM; EC50 in µM for titrated hits; 1.8% of 63,000 active;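 also: cells exposed to compound for 48 hours before viability readout; 0% = vehicle and 100% = reference cytotoxic drug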
Spn MK inh = inhibitors of Streptococcus pneumoniae mevalonate kinase | inhibition, % at 10 µM | AID 555 | purified MK, PK/LDH-coupled NADH absorbance 340 nm | 0.48% of 65,000 active;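 active = ranked among the strongest by inhibition in the single 10 µM screen, a fixed top-ranked set picked for dose follow-up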; also: no value below 0 was filed
PMK inhibit pilot replicates = recorded beside PMK inhibit, whose call it bears; inhibition, %; measured here: pilot screen replicates
Spn MK inh pilot replicates = also measured in Spn MK inh; calls as there; inhibition, %; measured here: pilot screen replicates
Spn DPM-DC inh pilot screen % = second read-out of Spn DPM-DC inh, no call of its own (marks repeat the call); inhibition, %; measured here: pilot screen trials
Active calls of the source: *; i = inactive; . = not tested or not shown. Rule as the data show it, unless noted: active = cytotoxicity above about 50%; inactive = the rest. Outcome played no part in choosing rows; overall some 3.5% were active at least once.

The opening 2 records as a preview:
SMILES | Spn DPM-DC inh | HT1080 cytotoxicity | Bfl-1 displacement | LYP inhibition | PMK inhibit | HPDE-C7K KRASV12 | TNAP inhibition | HPDE-C7 viability | Spn MK inh | others
O=C1c2ccccc2NC(c2ccccn2)N1c1ccc(Cl)cc1 (stereo not given) | . | -1% | 4% | . | 14 | -15% | 17% | -4% | 5
Cc1cc(Oc2ccccc2)nc(OCC#N)n1 | i | -6% | -6% | . | 8 | 4% | 6% | -8% | 8

Main list, from the first entry:
SMILES | Spn DPM-DC inh | HT1080 cytotoxicity | Bfl-1 displacement | LYP inhibition | PMK inhibit | HPDE-C7K KRASV12 | TNAP inhibition | HPDE-C7 viability | Spn MK inh | others
O=C1c2ccccc2NC(c2ccccn2)N1c1ccc(Cl)cc1 (stereo not given) | . | -1% | 4% | . | 14 | -15% | 17% | -4% | 5
Cc1cc(Oc2ccccc2)nc(OCC#N)n1 | i | -6% | -6% | . | 8 | 4% | 6% | -8% | 8
Cc1noc(C)c1S(=O)(=O)NCCCN1CCN(Cc2ccccc2)CC1 | i | . | 2% | 6% | 14 | 1% | 5% | -5% | 0
COc1ccc2c(c1OC)C(=O)OC2Nc1ccccc1S(=O)(=O)C(F)F (stereo not given) | i | 1% | -7% | -1% | 0 | -10% | 9% | -14% | 11
C=CCSc1nnc(Cn2c(=O)sc3ccccc32)n1C | i | 4% | -4% | 11% | 26* | 7% | 6% | 8% | 4
Cc1ccccc1-c1nnc(-c2ccc(Cl)cc2)o1 | i | . | -6% | 18% | 9 | -8% | 11% | -7% | 5
CCCOc1ccccc1NC(=O)c1ccc(N)cc1 | i | 3% | -2% | 20% | 15 | 3% | 8% | -51% | 12 | PMK inhibit pilot replicates=3.0;Spn MK inh pilot replicates=0.0;Spn DPM-DC inh pilot screen %=0.0
O=C1CC(c2ccccc2)NC(=O)N1 (stereo not given) | i | 1% | -7% | 2% | 2 | 2% | 10% | -5% | 0 | PMK inhibit pilot replicates=4.0;Spn MK inh pilot replicates=0.0;Spn DPM-DC inh pilot screen %=0.0
CCOc1ccc(C(=O)N2CCN(c3cccc(C)c3C)CC2)cc1 | i | -12% | 0% | 4% | 0 | -18% | -4% | -21% | 0
CC1CCN(c2ccc(C(=O)NCCc3ccccc3)cn2)CC1 | i | -15% | -2% | . | 10 | -4% | 4% | -10% | 4
Cc1ccc(-c2noc(CCC(=O)N3CCN(c4cccc(C(F)(F)F)c4)CC3)n2)cc1 | i | -2% | 0% | 6% | 6 | 6% | 13% | 14% | 8 | PMK inhibit pilot replicates=5.5;Spn MK inh pilot replicates=0.0;Spn DPM-DC inh pilot screen %=0.0
Cc1ccc(Cl)cc1N1CCN(C(=O)C2CCN(c3nnc(-n4cccc4)s3)CC2)CC1 | i | -12% | -2% | 6% | 0 | 20% | 2% | 44% | 8
Cc1[nH]c(=O)[nH]c(=O)c1NC(=O)CSc1ncccc1-c1nc2ccccc2[nH]1 | i | -6% | -2% | 0% | 14 | -9% | 15% | 3% | 6
CCN(CC)c1ccc(NC(=O)CN2C(=O)CSc3ncccc32)c(C)c1 | i | -8% | -5% | -2% | 8 | -4% | 3% | -6% | 4
Cc1nn(-c2ccccn2)c(C)c1Oc1ccccc1O | i | 1% | -5% | 7% | 17 | -2% | 4% | -5% | 0
COc1ccc(-c2nnc3ccc(SCC(=O)N4CCCC4)nn23)cc1 | i | -4% | 6% | . | 0 | 4% | 10% | 1% | 3
Cc1cccc(CS(=O)(=O)Cc2ccc(C(=O)NCc3ccco3)o2)c1 | i | 2% | -7% | 11% | 22 | -13% | -3% | -13% | 0
COc1ccc(/C=N\n2nnc3ccccc32)cc1 | i | 14% | -5% | 11% | 15 | -5% | 7% | -9% | 6
CCC(Oc1ccccc1)C(=O)Nc1cc(C)on1 (stereo not given) | i | -2% | -1% | -16% | 0 | 1% | 7% | -10% | 6
O=C(CN1C(=O)COc2ccccc21)Nc1ccc(F)cc1 | i | 1% | 0% | 4% | 0 | 4% | -5% | -8% | 0
CCOC(=O)CSc1nnc(C)c(=O)[nH]1 | i | 2% | -6% | 13% | 10 | -1% | 14% | 7% | 0
Cn1c2c(c(=O)[nH]c1=O)C(NC(=O)c1ccco1)(C(F)(F)F)C(=O)N2 (stereo not given) | i | 14% | -15% | 15% | 10 | 0% | 12% | -17% | 4 | PMK inhibit pilot replicates=4.0;Spn MK inh pilot replicates=0.0;Spn DPM-DC inh pilot screen %=3.0
Cc1cccc(C)c1NS(=O)(=O)c1ccc(F)cc1 | i | -2% | 2% | -2% | 10 | 4% | 6% | -2% | 9
COc1cccc(Cn2c(NCc3ccco3)nc3c2c(=O)n(C)c(=O)n3C)c1 | i | -5% | 8% | . | 3 | 17% | 10% | 1% | 6
Nc1cc(=O)nc(SCc2ccccc2)n1Cc1ccco1 | i | 2% | -2% | 11% | 10 | -7% | 13% | -12% | 11
The list goes on:
SMILES | Spn DPM-DC inh | HT1080 cytotoxicity | Bfl-1 displacement | LYP inhibition | PMK inhibit | HPDE-C7K KRASV12 | TNAP inhibition | HPDE-C7 viability | Spn MK inh | others
CCN(Cc1ccccc1)C(c1ccncc1)c1nnnn1C(C)(C)C (stereo not given) | i | 4% | 1% | . | 0 | 1% | 11% | -7% | 0 | PMK inhibit pilot replicates=1.0;Spn MK inh pilot replicates=0.0;Spn DPM-DC inh pilot screen %=0.0
Cc1cccc(N2CC3=C(C2=O)C(c2ccccc2)NC(=O)N3C)c1 (stereo not given) | i | -15% | 3% | . | 15 | -8% | 6% | -6% | 2
CC1(C)CC(=O)C2=C(C1)OC(N)=C(C#N)C21C(=O)N(CN2CCOCC2)c2ccccc21 (stereo not given) | i | -10% | -8% | 3% | 13 | -2% | 5% | -1% | 9
COCc1cc(=O)[nH]c(SCC(=O)Nc2ccccc2)n1 | i | 8% | 3% | 4% | 10 | 11% | 6% | -6% | 8
COc1ccc(C(C#N)(CCC#N)CCC#N)cc1OC | i | -9% | -1% | 16% | 15 | . | 11% | . | 3
CNc1ccc(OC(F)F)cc1C(=O)c1ccccc1 | i | -11% | -4% | 8% | 10 | 0% | 11% | -8% | 5
O=C(NCC1CCCO1)c1csc2c1CCCC2 (stereo not given) | i | 28% | -3% | -9% | 8 | -1% | -7% | -12% | 7
Cn1c(=O)c2c(nc(NCc3ccccc3)n2Cc2ccc(F)cc2)n(C)c1=O | i | -2% | -4% | -7% | 3 | 13% | 5% | 2% | 7
Cc1ccc(NC(=O)c2ccc3ccccc3n2)nc1 | i | -3% | -3% | . | 5 | -5% | 8% | -2% | 8
COc1ccc(C(=O)c2oc3ccccc3c2N)cc1 | i | 4% | 7% | 0% | 0 | -10% | 2% | -20% | 10
Nc1nnc(CCN2C(=O)CSC2=O)s1 | i | -1% | -6% | 0% | 14 | -13% | 1% | -13% | 0
O=C(CCNC(=O)Cn1ccc2ccccc2c1=O)NCCN1CCN(c2ccccc2F)CC1 | i | 4% | 6% | 8% | 22 | -9% | 6% | -17% | 3 | PMK inhibit pilot replicates=2.5;Spn MK inh pilot replicates=0.0;Spn DPM-DC inh pilot screen %=0.0
Cc1cc(C)cc(N(CC(=O)NC2CCCCC2)C(=O)CCC(=O)Nc2cc(C)ccn2)c1 | i | -3% | -8% | . | 6 | -19% | 2% | -21% | 1
O=C(Nc1c(C(=O)N2CCOCC2)cnn1-c1ccccc1)c1ccco1 | i | . | 4% | . | 13 | 0% | 4% | 0% | 1
O=C(NCc1cccs1)c1cccnc1C(=O)O | i | 0% | -6% | 9% | 18 | -5% | 11% | -6% | 2
Cc1ccc(C(=O)NCc2ccc(Cl)cc2)o1 | i | 3% | 0% | 16% | 2 | 5% | 14% | -4% | 12
COc1ccc(-c2nc(CS(=O)CC(=O)NCc3ccccn3)c(C)o2)cc1 (stereo not given) | i | -3% | 44% | 6% | 9 | -11% | 17% | -22% | 4 | PMK inhibit pilot replicates=1.5;Spn MK inh pilot replicates=1.5;Spn DPM-DC inh pilot screen %=3.0
COc1ccccc1N1CCN(c2cc(=O)n(-c3ccc(Cl)cc3)c(=O)[nH]2)CC1 | i | 3% | -8% | 11% | 0 | -8% | -3% | -15% | 1
CCCCN1C(=O)C(O)(CC(=O)c2ccccc2OC)c2ccccc21 (stereo not given) | i | -8% | -10% | 13% | 23 | -9% | 10% | -5% | 5
Cc1ccc(NC(=O)CS(=O)CC(=O)NCC2OCCc3ccccc32)c(C)c1 (stereo not given) | i | -3% | 4% | 6% | 9 | -5% | 12% | -12% | 0
CCN(CC)CCN1C(=O)C(=O)/C(=C(/O)c2cccc(OC)c2)C1c1ccccn1 (stereo not given) | i | -5% | -1% | . | 11 | 7% | 1% | 8% | 2
O=C(Nc1ccc(C(=O)Oc2ccccc2)c(O)c1)c1ccco1 | i | . | -3% | 2% | 2 | -1% | 6% | 2% | 10
CCc1nnc(NC(=O)c2cc3c(s2)CCCCC3)s1 | i | 10% | -6% | -4% | 6 | -11% | 10% | -6% | 10 | PMK inhibit pilot replicates=2.0;Spn MK inh pilot replicates=0.0;Spn DPM-DC inh pilot screen %=0.0
CSc1ccc(S(=O)(=O)NCc2ccccc2Cl)cc1 | i | 2% | -1% | 14% | 5 | 5% | 17% | 11% | 4
COc1cccc(CC(=O)Nn2c(C)nc3ccccc3c2=O)c1 | i | 5% | 0% | 10% | 17 | -1% | 10% | 4% | 5 | PMK inhibit pilot replicates=0.0;Spn MK inh pilot replicates=5.5;Spn DPM-DC inh pilot screen %=3.5
CC(C)OC(=O)c1cc(=O)[nH]c2ccccc12 | i | -4% | 1% | 0% | 18 | 13% | 13% | 11% | 5 | PMK inhibit pilot replicates=3.0;Spn MK inh pilot replicates=2.0;Spn DPM-DC inh pilot screen %=2.0
Cc1ccc(NC(=O)N2CCC(C(=O)NCCC3=CCCCC3)CC2)cc1 | i | 1% | -14% | -2% | 18 | -5% | 10% | -6% | 4

Some of these compounds in order of heavy-atom count, low to high.
SMILES | Spn DPM-DC inh | HT1080 cytotoxicity | Bfl-1 displacement | LYP inhibition | PMK inhibit | HPDE-C7K KRASV12 | TNAP inhibition | HPDE-C7 viability | Spn MK inh | others
Nc1nnc(CCN2C(=O)CSC2=O)s1 | i | -1% | -6% | 0% | 14 | -13% | 1% | -13% | 0
Cc1ccc(NC(=O)c2ccc3ccccc3n2)nc1 | i | -3% | -3% | . | 5 | -5% | 8% | -2% | 8
Cc1cccc(N2CC3=C(C2=O)C(c2ccccc2)NC(=O)N3C)c1 (stereo not given) | i | -15% | 3% | . | 15 | -8% | 6% | -6% | 2
Cc1ccc(NC(=O)N2CCC(C(=O)NCCC3=CCCCC3)CC2)cc1 | i | 1% | -14% | -2% | 18 | -5% | 10% | -6% | 4
COc1ccc(-c2nc(CS(=O)CC(=O)NCc3ccccn3)c(C)o2)cc1 (stereo not given) | i | -3% | 44% | 6% | 9 | -11% | 17% | -22% | 4 | PMK inhibit pilot replicates=1.5;Spn MK inh pilot replicates=1.5;Spn DPM-DC inh pilot screen %=3.0
Cn1c(=O)c2c(nc(NCc3ccccc3)n2Cc2ccc(F)cc2)n(C)c1=O | i | -2% | -4% | -7% | 3 | 13% | 5% | 2% | 7
Cc1cc(C)cc(N(CC(=O)NC2CCCCC2)C(=O)CCC(=O)Nc2cc(C)ccn2)c1 | i | -3% | -8% | . | 6 | -19% | 2% | -21% | 1

Compound activity from PubChem BioAssay.
